MOR-DOR ag – agonists of OPRM1-OPRD1 heterodimerization, primary screen, cell-based, luminescence. cells. Mu-type opioid receptor (Homo sapiens) + Delta-type opioid receptor (Homo sapiens), …. 0.3% of 340,000 active. activation, % at 9.3 µM; in the data active = activation above about 18%;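 also: 0% = vehicle-treated cells and 100% = reference agonist; values of inactives mirror those of a sister screen read the other way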
OPRM1-OPRD1 inv – inverse agonists of MOR-DOR heterodimerization, primary screen, cell-based, luminescence; Mu-type opioid receptor (Homo sapiens) + Delta-type opioid receptor (Homo sapiens), …; cell-based MOR-DOR heterodimer luminescence, inverse agonism; inhibition, % at 9.3 µM; 0.21% of 340,000 active; AID 504357, 2011; in the data active = inhibition above about 22%, passing the limit was not always enough;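 also: 0% = cells with DMSO and 100% = wells without cells with DMSO; values of inactives mirror those of a sister screen read the other way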
HTR5A inv ctr – HTR5A inverse agonists in luminescence cell assay, primary screen, counter-screen for OPRM1-OPRD1 heterodimer inverse agonist project, full-deck HTS; inhibition, % at 9.3 µM; 5-hydroxytryptamine receptor 5A (Homo sapiens), P47898; HTR5A cell line, inverse agonism; 0.083% of 340,000 active; in the data active = inhibition mostly above about 23%, no sharp cut-off; inactive = mostly below about 18%;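 also: 0% = cells with DMSO and 100% = no-cell wells with DMSO; some compounds called inactive have numbers as strong as hits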
Target sequence (P47898 whole entry, looked up): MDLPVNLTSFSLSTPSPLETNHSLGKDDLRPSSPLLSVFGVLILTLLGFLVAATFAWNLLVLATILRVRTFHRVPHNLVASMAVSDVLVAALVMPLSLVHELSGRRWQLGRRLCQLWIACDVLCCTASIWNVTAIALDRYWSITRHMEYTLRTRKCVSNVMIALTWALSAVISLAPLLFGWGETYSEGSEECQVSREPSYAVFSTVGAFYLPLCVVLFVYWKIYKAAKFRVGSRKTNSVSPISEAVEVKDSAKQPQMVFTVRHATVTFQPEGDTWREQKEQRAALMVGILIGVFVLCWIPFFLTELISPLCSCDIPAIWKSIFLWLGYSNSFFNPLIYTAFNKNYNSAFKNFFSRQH
Mot1-301 SUMO – yeast Mot1-301 growth rescue at high temperature, primary screen, SUMOylation pathway inhibitor project, S. cerevisiae, ATP luminescence, 38.5C; S. cerevisiae Mot1-301 growth rescue; percent above DMSO median, 100 means doubled; AID 2716, 2010; growth rescue, % at 18.8 µM; 1% of 320,000 active;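 active = every valid replicate shows activation above 250% relative to neutral control wells; inactive = the rest, any valid replicate at or below 250%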;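 also: OY570 slx delta 5 strain wells were the positive control but not used for scaling; some compounds called inactive have numbers as strong as hits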
E coli growth – E. coli V3065 growth inhibition, primary screen, counter-screen for AddAB inhibitor project, absorbance, OD600. 18 h. inhibition, % at 11.9 µM. 0.27% of 330,000 active. AID 449728, 2010;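 active = inhibition above the campaign's mean inhibition across all tested compounds plus 3 SD, cut at about 9.9% in these data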;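 also: uninfected addAB+ strain grown without phage in ampicillin broth; 0% = DMSO wells and 100% = ciprofloxacin 0.95 µg/ml wells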
Pemphigus Ab inh – inhibitors of pemphigus antibody binding to DSG3, primary screen, biochemical, bead-based, flow cytometry, scFv-GFP; Desmoglein-3 (Homo sapiens), P32926; AID 588358, 2011; binding (percent of control), % at 10 µM; 0.48% of 310,000 active; DSG3-coupled beads, scFv-anti-DSG3-GFP binding; active compounds read low;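 active = binding more than 3 SD below its plate's average and above zero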;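 also: hits lower antibody fragment binding to DSG3; some compounds called inactive have numbers as strong as hits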
HTR5A ag ctr – HTR5A agonists in luminescence cell assay, primary screen, counter-screen for OPRM1-OPRD1 heterodimer agonist project, full-deck HTS. 5-hydroxytryptamine receptor 5A (Homo sapiens), P47898. cell-based. activation, % at 9.3 µM. 0.61% of 340,000 active; in the data active = activation mostly above about 9.5%, no sharp cut-off; inactive = mostly below about 7.6%;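 also: 0% = cells with vehicle only and 100% = reference agonist; strong numbers were not always called active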
PfHsp90 yeast 2 – growth inhibition of PfHsp90-expressing yeast, primary screen, antimalarial PfHsp90 inhibitor project, S. cerevisiae, BacTiter-Glo luminescence, single point, set 2; inhibition, % at 9.4 µM; 0.32% of 310,000 active; BacTiter-Glo ATP, 48 h; yeast lacking PDR1 and PDR3 efflux regulators;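 active = every replicate shows inhibition above about 80%, whatever the replicate mean, limit read from the data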;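 also: 0% = DMSO neutral controls and 100% = 20 µM radicicol positive controls; yeast relying on Plasmodium falciparum Hsp90 in place of its own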
AddAB inh – growth inhibition of E. coli expressing H. pylori AddAB, primary screen, AddAB inhibitor project, absorbance; inhibition, % at 11.9 µM; 0.29% of 330,000 active; AID 435030, 2010; in the data active = inhibition above about 12%;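 also: 0% = vehicle wells of infected cells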
phage Ecoli inh – growth loss of phage-infected E. coli, primary screen, RecBCD inhibitor project, absorbance, with phage, HTS | inhibition, % at 11.9 µM | 0.26% of 360,000 active; in the data active = inhibition above about 11%
PKA-R1A act – activators of PKA-R1A holoenzyme, primary screen, biochemical, fluorescence polarization, Cy5-IP20, bovine R1A, mouse PKAc. cAMP-dependent protein kinase type I-alpha regulatory subunit (Bos taurus) + …. PKA-R1A dissociation; scaled: DMSO 0%, 113 µM cGMP 100%. activation, % at 11.4 µM. 0.083% of 340,000 active. AID 504707, 2011;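 active = percent activation above the mean of all tested compounds plus 3 SD, cut at about 19% in these data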;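 also: higher means more PKAc released from R1A so a rise in polarization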
Active calls of the source: *; i = inactive; x = no result given. Random draw from the library; about 3.2% have a hit in one of these screens.

SMILES	MOR-DOR ag	OPRM1-OPRD1 inv	HTR5A inv ctr	Mot1-301 SUMO	E coli growth	Pemphigus Ab inh	HTR5A ag ctr	PfHsp90 yeast 2	AddAB inh	phage Ecoli inh	PKA-R1A act
O=C1C=C(c2cccc3c2sc2ccccc23)C[C@@H](c2ccc(Cl)cc2)C1	-0.8	4	2	10	-0.9	103	-1	-32	0.3	3.7	2
CCc1cc(=O)oc2cc(C)cc(OCC(=O)N3CCC(C(=O)O)CC3)c12	-1.5	7	25	-28	2.0	97	1	-6	3.0	2.1	-4
C=C(C)COc1ccc(-c2n[nH]c(C)c2Oc2ccccc2OC)c(O)c1	7.5	-42	-10	-11	3.7	105	3	-36	1.4	1.9	-12
CC(c1ccccc1)C1CC(=O)N(Cc2ccco2)C1=O (stereo not given)	-0.8	5	2	28	-0.3	98	-3	x	1.9	0.8	-5
Cc1nn(C)c(C(=O)Sc2cccc(Cl)c2)c1[N+](=O)[O-]	-0.7	3	3	-40	0.0	98	0	-10	4.0	1.2	-12
O=C1Cc2cccc3cccc1c23	-5.2	30*	-8	-10	2.1	102	-3	-19	1.3	1.0	-15
CCN(CC)S(=O)(=O)c1ccc(N2CCOCC2)c(NCC(=O)Nc2ccc(F)cc2)c1	-0.7	4	19	0	0.5	99	-7	-21	1.4	1.2	-13
Cc1cc(-n2c(C)cc(C(=O)CSc3ccc4c(c3)OCCO4)c2C)no1	0.0	0	-6	-3	-2.2	x	2	17	-0.5	0.6	7
Cc1cccn2c(=O)c(/C=C(\C#N)C(N)=O)c(N3CCN(c4ccccc4)CC3)nc12	-2.5	12	-23	6	x	103	6	9	x	-0.1	-2
CC(=O)CC[N+](C)(C)C	-4.9	21	-9	x	x	94	2	8	x	1.1	0
Cc1cc2ncn(CCC(=O)NC3CCCC3)c2cc1C	x	x	x	-7	2.7	x	x	-16	2.3	4.0	x
COc1ccc(C(NC(=O)CN2C(=O)NC3(CCc4ccccc43)C2=O)c2ccccc2)cc1 (stereo not given)	2.6	-10	11	2	0.7	101	-4	-15	1.6	3.4	3
S=C(NCc1ccccn1)Nc1cccc(Cl)c1	-0.9	5	-1	x	-1.3	104	-6	-4	0.8	3.4	-11
CSc1ccc(CN(C)Cc2cc(=O)oc3c(C)c(C)ccc23)cc1	-0.4	2	-20	-3	-1.4	95	6	-7	-1.0	0.3	6
Cc1c(C(=O)Nc2ccc(C(=O)O)cc2)cnn1C	-1.6	8	-11	5	1.7	111	4	2	4.8	1.8	-5
COC(=O)C1C(=O)C2=C(CC1C)NC(C)=C(C(=O)OC(C)C)C2c1ccc(C)o1 (stereo not given)	-2.5	13	9	-11	0.7	x	-1	-12	2.4	1.8	-6
Cc1nnc(SCC(=O)N2CCN(Cc3ccccc3)CC2)s1	-2.6	13	8	-5	2.4	107	-1	x	0.0	3.8	-17
CC(=O)Nc1c(C(=O)c2ccc(F)cc2)oc2ccccc12	2.2	-11	-14	-11	0.2	97	1	6	1.6	2.0	-18
Cc1ccc(-c2csc3ncnc(N4CCN(c5ccccc5O)CC4)c23)cc1	7.0	-36	-14	-12	0.8	97	5	-19	1.4	0.9	1
COc1ccc(CCNc2nc(=S)[nH]c3cc(OC)c(OC)cc23)cc1OC	0.1	-1	6	10	0.0	94	-3	-23	2.0	4.9	7
CCOC(=O)C(O)(C1C(=O)CC(C)(C)CC1=O)C(F)(F)F (stereo not given)	-0.7	4	0	150	-0.6	91	1	0	1.6	1.7	8
CCOC(=O)c1ccc(CNC(=O)CSc2nnc(-c3ccncc3)o2)cc1	-1.2	6	27	1	0.2	104	5	-2	0.3	1.2	6
Cc1ccccc1-c1nnn(CC(=O)NCc2ccc3c(c2)OCO3)n1	-2.1	11	14	i	1.2	97	2	-17	0.8	1.2	-11
COc1ccc(N(C)C(=O)c2ccc3c(c2)nnn3C)cc1	0.4	-2	-6	-1	4.0	112	3	x	-0.2	2.3	-2
O=C(Nc1ccccc1)N(Cc1cccnc1)Cc1ccco1	-1.7	8	5	13	-0.9	x	-2	17	2.5	1.8	-9
CCCc1cc(C(=O)Nc2c(C)n(C)n(-c3ccccc3)c2=O)no1	1.6	-9	-32	59	0.5	101	12	4	2.4	0.9	-4
Cc1ccccc1-n1c(=O)n(CCc2ccccc2)c(=O)c2[nH]cnc21	-1.2	6	-7	12	0.3	118	1	2	2.8	0.5	-1
CC(C)Cc1cc(C(=O)N2CCC(N3CCC(C(=O)N4CCOCC4)CC3)CC2)n[nH]1	0.9	-6	0	4	1.6	121	8	1	-7.5	6.5	-10
O=S1(=O)CC(O)C(Nc2ccccc2Cl)C1 (stereo not given)	-2.4	15	-3	-26	-0.6	x	1	9	2.0	4.2	0
O=C(CCCc1nc2ccccc2s1)NC1CCOC1=O (stereo not given)	-0.7	5	8	3	-2.0	88	-3	6	1.1	5.8	-5
Cc1ccc(N2C(=O)C3C4C=CC(C4)C3C2=O)cc1 (stereo not given)	-0.5	3	0	-22	2.6	135	1	8	0.8	0.9	5
COc1ccc(S(=O)(=O)N2CCc3ccccc32)cc1OC	-0.9	4	14	3	-1.6	122	-4	-9	1.6	0.7	-11
Nc1nc(SCC(=O)NCc2ccccc2)[nH]c(=O)c1NC(=O)c1ccccc1F	-1.6	7	27	1	-0.6	96	0	-20	1.1	3.4	-3
Cc1cccc(C)c1NC(=S)NCc1ccccc1	-0.6	3	8	x	-0.2	108	1	-1	1.2	0.3	-3
Cc1cccc(OCc2n(CC(=O)OC3CC(C)CCC3C(C)C)c3ccccc3[n+]2C)c1 (stereo not given)	9.0	-48	-49	-26	3.9	102	17*	-29	-1.0	x	-5
COc1ccc(S(N)(=O)=O)cc1C(=O)OCC1CCCCC1	0.8	-6	-7	2	1.2	130	4	-3	2.2	1.5	2
COc1ccc(-c2nc(CN3CCC(c4ccccc4)CC3)c(C)o2)cc1OC	4.4	-22	6	21	-0.2	106	4	-1	-4.8	1.9	5
Cc1ccc(NC(=O)CN(C)S(=O)(=O)c2cnc[nH]2)cc1C	-1.6	9	1	-18	0.0	104	4	25	1.9	1.7	-8
Cc1ccc2nc(NCC(=O)NN)nc(-c3ccccc3)c2c1	2.2	-11	-22	-11	0.8	91	-1	22	1.3	-0.7	-14
CN(C(=O)c1cc(COc2ccc(F)cc2Cl)on1)C1CCCc2ccccc21 (stereo not given)	0.5	-2	-6	-22	-0.8	102	8	-12	-0.2	1.1	-8
O=[N+]([O-])c1ccccc1Nc1ccc(O)cc1	-2.4	12	14	-15	0.3	105	-5	-10	2.8	3.7	-12
O=C(NC(=S)Nc1ccccc1C(=O)O)c1ccc2ccccc2c1	-4.6	24	-4	0	-2.4	99	1	8	1.4	0.5	-3
COc1cc2[nH]c3c(=O)n(CCN4CCCCC4)cnc3c2cc1OC	-0.2	1	-10	x	-0.3	94	6	-4	-1.1	3.6	-15
O=C1C=C(c2cc(C(F)(F)F)cc(C(F)(F)F)c2)C[C@@H](c2ccc(Cl)cc2)C1	3.8	-21	23	30	1.4	110	-9	-11	1.4	5.3	3
Cc1ccc(N2CC(=O)N(NC(=O)CN3CCN(c4ccccc4)CC3)CC2=O)cc1	-2.2	11	23	4	0.1	107	3	22	1.4	2.1	-10
COc1cc(CNCc2c[nH]c3ccccc23)cc(OC)c1	1.2	-6	0	152	2.5	102	0	-52	2.2	0.2	-2
COc1ccc(NC(=S)Nc2nc(CC(=O)Nc3ccccc3OC)cs2)cc1	-7.2	36*	26	3	-0.5	109	-1	-10	-1.0	-0.9	-6
CSc1nc(N)nc2c1ncn2Cc1ccccc1	-2.4	13	11	x	x	121	-3	-3	x	2.8	4
CN(C)CCCN(C(=O)c1ccc(S(=O)(=O)N2CCc3ccccc32)cc1)c1nc2ccc(Cl)cc2s1	18	-95	-24	-8	-3.2	x	2	-27	-1.5	3.0	-5
Cc1ccccc1CC(=O)NC1CCN(Cc2ccccc2)CC1	-1.9	9	2	-20	1.4	113	-1	-7	2.3	0.5	-3
CSCCC(NC(=O)/C(=C/c1ccco1)NC(=O)c1ccco1)C(=O)O (stereo not given)	x	x	x	-13	-1.0	100	x	x	-0.3	2.3	x
O=C(c1csc2c1CCCC2)N1CCCCC1	-2.9	15	7	11	-0.1	108	13	-13	1.3	-0.4	8
Cc1ccc(S(=O)(=O)N(CC(=O)O)Cc2ccccc2)cc1	-1.9	10	23	17	1.2	100	5	-13	1.4	x	3
